FN deposition inh – fibronectin deposition inhibition; AH1F fibroblasts, Alexa488-fibronectin deposition fluorescence, overnight; inhibition, % at 12.6 µM; 350,000 compounds, 0.086% hits;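 active = mean inhibition across replicates of 30% or more, regardless of how many single replicates reach that level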;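 also: positive control wells lacked labelled fibronectin entirely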
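Material: AH1F fibroblasts assembling fluorescent fibronectin matrix; amount: 10000 AH1F cells/well; medium: DMEM, 2% serum; reagent: Alexa488-fibronectin, 24 nM final in well; dosing: single compound dose, delivered by pin transfer; incubation: 1 h adhesion, overnight exposure; detection: fluorescence after three HBSS washes, excitation 485 nm, emission 525 nm; measure: fibronectin deposition inhibition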
esBAF inh – blocks esBAF chromatin remodeling in mouse ES cells; 350,000 compounds, 2% hits; Bmi1-luciferase knock-in reporter, 24 h; 100% = twice the neutral-well signal; reporter increase, % at 12.5 µM; in the data active = activation above about 40%;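 also: 0% = median of the plate's neutral control wells and 100% = double that signal; a rise in the Bmi1 reporter signal indicates esBAF inhibition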
SIRT5 inh – inhibitors of human sirtuin-5 desuccinylase. inhibition, % at 15 µM. Q9NXA8. 330,000 compounds, 1.1% hits. Purified SirT5, succinyl-peptide AMC, trypsin-coupled fluorescence; in the data active = inhibition above about 15%
Target sequence (Q9NXA8 whole entry, looked up): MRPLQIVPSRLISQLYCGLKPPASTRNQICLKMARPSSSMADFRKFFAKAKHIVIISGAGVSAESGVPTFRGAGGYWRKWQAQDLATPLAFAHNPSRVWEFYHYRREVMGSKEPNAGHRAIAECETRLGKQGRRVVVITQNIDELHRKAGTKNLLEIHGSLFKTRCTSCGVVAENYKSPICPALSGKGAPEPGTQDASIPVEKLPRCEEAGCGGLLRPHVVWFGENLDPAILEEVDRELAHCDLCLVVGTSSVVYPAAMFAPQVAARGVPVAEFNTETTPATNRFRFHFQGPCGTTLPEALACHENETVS
LGR2 inh – Drosophila LGR2 receptor signaling inhibition; inhibition, % at 9.99 µM; HEK293 LGR2, CRE-luciferase, bursicon-stimulated, 4 h; 380,000 compounds, 0.35% hits;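 active = drop in luminescence signal, shown as inhibition above about 50% in the replicate tests, limit read from the data, passing the limit was not always enough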;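 also: agonist challenge used bursicon conditioned medium at about half maximal strength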
S100A4 inh HTS – inhibitors of human S100A4 binding to myosin IIA peptide. S100A4/TAMRA-MyoIIA peptide fluorescence polarization. inhibition, % at 10.7 µM. 360,000 compounds, 0.14% hits. AID 652163;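 active = mean inhibition of at least 70% across replicates, with every replicate also reaching that level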
Target sequence (P26447 whole entry, looked up): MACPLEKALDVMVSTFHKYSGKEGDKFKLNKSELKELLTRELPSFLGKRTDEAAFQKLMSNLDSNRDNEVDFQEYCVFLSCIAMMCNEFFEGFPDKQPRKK
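Material: S100A4 monomer (human). Medium: Calcium-containing HEPES buffer, pH 7.2. Probe or stimulus: labelled myosin peptide probe, 5 nM. Compound dosing: one concentration per compound. Timing: polarization read 5 min after assay mix addition, stable 5–60 min. Benchmarks: DMSO as neutral control, TFP as positive control.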
Casp6 inh – blocks human caspase-6 cleavage activity; inhibition, % at 12.5 µM; 350,000 compounds, 0.53% hits; AID 686996; purified caspase-6, Z-VEID-R110 cleavage fluorescence; P55212;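 active = mean inhibition across replicates at least about 35%, with every replicate also reaching that limit, limit read from the data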;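 also: 0% = median of neutral control wells and 100% = no fluorescence left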
Target sequence (P55212 24-179 limits assumed): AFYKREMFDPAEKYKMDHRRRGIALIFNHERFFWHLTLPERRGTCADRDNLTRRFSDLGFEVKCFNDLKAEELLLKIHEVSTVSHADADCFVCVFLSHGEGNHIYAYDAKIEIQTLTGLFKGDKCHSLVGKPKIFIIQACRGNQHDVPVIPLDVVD
Target sequence (P55212 194-293 limits assumed): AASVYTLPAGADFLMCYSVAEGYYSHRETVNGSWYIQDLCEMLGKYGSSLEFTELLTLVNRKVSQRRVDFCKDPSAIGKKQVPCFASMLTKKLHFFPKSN
C2C12 statin – protects C2C12 myotubes from simvastatin toxicity. ATP luminescence, 48 h; scaled: DMSO 0, geranylgeraniol control 100. rescue of ATP level, % at 7.49 µM. 330,000 compounds, 0.78% hits. AID 602340;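 active = mean ATP rescue above about 67%, or every replicate alone reaching that limit, limit read from the data, passing the limit was not always enough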;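 also: myotubes were challenged with 10 µM simvastatin during compound exposure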
Active calls of the source: *; . = not tested or not shown. Only part of the results is shown; count on the stated rates, not on these rows.

SMILES	FN deposition inh	esBAF inh	SIRT5 inh	LGR2 inh	S100A4 inh HTS	Casp6 inh	C2C12 statin
CC1CCN(C(=O)COc2ccc(S(=O)(=O)N3CCCC3)cc2)CC1	-2	-2	-1	13	-3	.	1
COc1ccccc1NC(=O)Nc1ccc2c(c1)C(=O)N(C)C[C@@H](OC)[C@@H](C)CN[C@H](C)CO2	.	2	0	8	-3	.	-13
CN1OC[C@@H]2CN(C(=O)Cc3ccccc3)[C@H](c3ccccc3Br)C[C@@H]21	.	0	1	-14	-1	-2	5
C[C@H]1CN=C(N(C)C)N1CC1CCCC1	-7	-2	-3	5	-1	-4	20
CCCCOCCCNC(=O)C[C@@H]1C[C@@]2(C(=O)OCC)CCCC=C2N(Cc2ccc3c(c2)OCO3)C1=O	.	.	-3	-2	-1	-3	.
Cc1nnc(SCC(=O)NC2CCCCCC2)n1C	8	.	-2	3	2	-2	.
Cc1ccc(-c2nnn(CC(=O)Nc3ccc4nn(-c5ccccc5)nc4c3)n2)o1	-4	5	3	.	-1	0	-20
COc1cc(S(=O)(=O)NCc2ccncc2)c(OC)cc1Br	-2	.	-1	16	-2	5	.
CC1CCCCN1C(=O)CSc1nc2ccccc2[nH]1 (stereo not drawn)	.	0	-4	13	-5	-2	-5
COC(=O)c1ccc2[nH]c(C)cc(=O)c2c1	.	3	.	-10	.	.	-3
Cc1ccc(Nc2nnc(SCC(=O)Nc3cc(C(=O)O)ccc3C)s2)c(C)c1	7	-2	-5	-10	-2	-1	3
Cc1cccc(-c2nc(C#N)c(NCc3ccco3)o2)c1	6	59*	-10	.	-3	1	6
CCCn1c(SCC(=O)NNC(=O)c2ccccc2)nnc1-c1cccnc1	1	.	-2	-6	4	0	.
CCC(=O)N1[C@H](CO)[C@@H](c2ccccc2)C12CN(C(=O)Nc1ccccc1F)C2	0	.	2	-17	-3	-2	.
CN(CC(=O)NC1CCCCCC1)S(=O)(=O)c1ccc(F)cc1	.	3	-3	23	2	-4	-6
CN1C(=O)c2cc(NC(=O)c3cccs3)ccc2OC[C@H]2O[C@@H](CC(=O)Nc3ccc4c(c3)COC4)CC[C@@H]21	-12	.	-3	-5	-7	-3	.
COc1ccc([C@@H]2CC=C(C(=O)O)[C@H](c3ccc(F)cc3)N2S(=O)(=O)c2ccc(Cl)cc2)cc1	-2	1	-1	9	2	2	0
CC1(C)CC(=O)c2ccc(O)cc2O1	-10	.	0	-1	-16	3	.
O=C(c1ccc([N+](=O)[O-])s1)N1CCc2ccccc21	-3	-2	-4	0	0	-2	13
O=S(=O)(Nc1cccc(-c2ccc3nncn3n2)c1)c1ccccc1F	9	.	-4	-5	7	6	.

4 compounds from above, sorted by SMILES length, lowest first:
SMILES	FN deposition inh	esBAF inh	SIRT5 inh	LGR2 inh	S100A4 inh HTS	Casp6 inh	C2C12 statin
O=C(c1ccc([N+](=O)[O-])s1)N1CCc2ccccc21	-3	-2	-4	0	0	-2	13
CCCn1c(SCC(=O)NNC(=O)c2ccccc2)nnc1-c1cccnc1	1	.	-2	-6	4	0	.
Cc1ccc(Nc2nnc(SCC(=O)Nc3cc(C(=O)O)ccc3C)s2)c(C)c1	7	-2	-5	-10	-2	-1	3
CCC(=O)N1[C@H](CO)[C@@H](c2ccccc2)C12CN(C(=O)Nc1ccccc1F)C2	0	.	2	-17	-3	-2	.

New compounds follow
SMILES	FN deposition inh	esBAF inh	SIRT5 inh	LGR2 inh	S100A4 inh HTS	Casp6 inh	C2C12 statin
O=C(CN1CCN(c2ccccc2)CC1)Nc1ccccc1Cl	3	0	-2	-5	-1	0	8
O=C(NCc1ccncc1)c1cc(C(=O)C2CCCCC2)c[nH]1	21	1	-2	5	-5	4	3
CN(C(=O)CSc1nnc(C(F)(F)F)n1N)C1CCS(=O)(=O)C1 (stereo not drawn)	7	-4	2	10	2	-4	-3
CC(C)(C)n1nnnc1C1c2ccccc2C(=O)N1CCc1c[nH]c2ccccc12 (stereo not drawn)	7	.	-14	-11	6	-1	.
Cc1ccc(NS(=O)(=O)c2cc(C(=O)NCc3ccccn3)ccc2Cl)cc1C	.	-3	.	0	.	.	9
Cc1nn(-c2ccccc2)c(C)c1NC(=O)COC(=O)c1cc(Br)ccc1O	1	-2	-3	0	-6	3	-22
CC(NC(=O)c1ccccc1)C(=O)NC1=NCCS1 (stereo not drawn)	8	-5	.	.	.	.	-4
O=C(CC(F)(F)F)N1C[C@H]2[C@@H](c3ccccc31)[C@H](CO)N2CC1CCCCC1	.	-4	1	-10	1	2	23
COC(=O)c1ccc2c(=O)n(Cc3ccc(C(=O)NC(C)C)cc3)c(=S)[nH]c2c1	9	8	5	-12	1	4	0
CO[C@@H]1CN(C)C(=O)c2ccc(NS(=O)(=O)c3ccccc3)cc2OC[C@H](C)N(Cc2nccs2)C[C@H]1C	-6	-3	0	-1	-6	0	-1
COc1ccc(/C=C/C(=O)N2CCN(C)CC2)cc1OC	-2	-14	.	12	0	-3	1
COc1ccc(NC(=O)Nc2cccc3c2O[C@@H](CN(C)C(=O)Nc2cccc4ccccc24)[C@H](C)CN([C@H](C)CO)C3=O)cc1	.	21	.	4	.	.	98*
CC(CCc1ccccc1)NCc1ccc(Cl)cc1Cl (stereo not drawn)	-8	-9	2	4	-1	2	22
O=C(CC1CC1)N1CC(=O)N2[C@H](CO)[C@@H](c3ccc(-c4cccnc4)cc3)[C@@H]2C1	.	.	0	13	-5	0	.
COCC(=O)N1[C@@H](CO)[C@H](c2ccc(-c3ccccc3)cc2)C12CN(C(C)=O)C2	-1	.	-1	2	-14	0	.
CCC(=O)N1[C@H](C#N)[C@@H](c2ccccc2-c2cccc(C)c2)[C@H]1CO	-3	.	.	0	-17	3	.
COc1ccc(S(=O)(=O)Nc2cccc(F)c2)cc1C	-4	.	-1	10	2	-3	.
COCc1c(C(=O)N2CCN(c3ncccn3)CC2)oc2ccccc12	-4	-1	6	-8	3	-1	7
CC(C)[C@H](NC(=O)[C@@H]1Cc2ccccc2CN1)C(=O)Nc1ccc2c(c1)OCO2	-1	14	-2	-19	5	10	14
COc1ccc(C)cc1S(=O)(=O)N1CCN(c2ccccc2)CC1	-7	-6	-5	8	-5	2	7
C#Cc1ccc2c(c1)COc1c3ccccc3nn1-2	2	10	.	-8	-9	2	-9
Fc1ccccc1COc1cccc(/C=N/n2cnnc2)c1	-3	23	.	.	.	.	-4
S=c1[nH]nc(Cc2ccc(Cl)cc2)o1	6	.	-2	11	1	-5	.
CCOc1ccc(S(=O)(=O)N2CCC(C(=O)N3CCc4ccccc4C3)CC2)cc1	10	4	7	3	-2	4	0
Cc1cc(NC(=O)CSc2nnc(-c3ccco3)n2N)no1	-6	-1	-1	0	5	0	-2
CCOC(=O)c1sc2nc(CC(=O)OC)nc(N3CCN(c4ccccn4)CC3)c2c1C	.	8	4	0	2	1	-24
Cc1cc(-c2nnc(CCC(=O)NCCc3ccccc3F)o2)no1	-2	2	-4	14	-1	0	3
[O-]C1=N/[N+](=C/c2ccc(Cl)c(Cl)c2)CC1	.	-5	.	-5	.	.	14
Cc1cc(C)n2c(SCc3ccc(C#N)cc3)nnc2n1	1	6	.	.	.	.	3
C[C@@H]1CN([C@H](C)CO)C(=O)Cc2cc(NC(=O)CCCN(C)C)ccc2O[C@H]1CN(C)Cc1ccc(-c2ccccc2)cc1	24	1	1	.	-4	4	11
CO[C@H]1CC[C@H]2CCN(C)C(=O)[C@H](C)[C@@H](OC)CN(C)C(=O)c3cccc(C#N)c3OC[C@H]1O2	-8	7	0	16	2	-5	2
CCN(C(=O)CN1CCCCC1)c1c(N)n(Cc2ccccc2)c(=O)[nH]c1=O	-2	-6	0	7	-1	1	22
COC(=O)NNC(=S)Nc1ccc(Br)cc1	-7	-9	-9	-3	-1	3	-12
C[C@@H]1CN([C@@H](C)CO)C(=O)c2cc(NC(=O)Cc3cn(C)c4ccccc34)ccc2O[C@H]1CN(C)Cc1ccc(Cl)c(Cl)c1	.	0	26*	19	-7	7	25
O=C(c1cccnc1)N1CC[C@@H]2[C@@H](CO)Nc3ccc(-c4ccc(F)cc4)cc3[C@@H]21	-23	-2	12	17	-15	3	-10
O=C(NCc1ccncc1)C(=O)NCc1ccncc1	-4	-7	-7	16	1	2	7
CC(=O)c1cc2c(cc1NC(=O)c1ccco1)OCCO2	3	18	-3	-7	-23	1	.
Cn1cnc(CCNC(=O)C[C@H]2CC[C@@H]3[C@H](COC[C@H](O)CN3C(=O)C3CC3)O2)c1	-19	3	7	-11	16	0	-11
O=C(Nc1ccccc1F)N1CC(=O)N2[C@@H](CO)[C@H](c3ccc(C#Cc4ccc(F)cc4)cc3)[C@@H]2C1	.	.	3	-2	16	-1	.
CC(=C/c1ccco1)/C=N/N1CCN(c2ccccc2)CC1	2	49*	.	.	.	.	-45

Quoted from the listing:
Casp6 inh, O=S(=O)(Nc1cccc(-c2ccc3nncn3n2)c1)c1ccccc1F = 6
esBAF inh, CN(C(=O)CSc1nnc(C(F)(F)F)n1N)C1CCS(=O)(=O)C1 (stereo not drawn) = -4

Other entries
SMILES	FN deposition inh	esBAF inh	SIRT5 inh	LGR2 inh	S100A4 inh HTS	Casp6 inh	C2C12 statin
O=C(Nc1cccc(Cl)c1)N1C[C@H]2[C@@H](c3ccccc31)[C@@H](CO)N2Cc1ccccc1Cl	.	3	8	-3	-10	0	-33
Cc1ccccc1-c1noc(-c2ccccc2C(=O)NCc2ccco2)n1	-10	.	-3	2	-2	2	.
O=C(COC(=O)Cc1ccccc1[N+](=O)[O-])NCC1CCCCC1	2	.	-3	12	-1	-7	.
CCCOc1ccc(N2C(=O)CC(SCCc3nc4ccccc4[nH]3)C2=O)cc1 (stereo not drawn)	4	.	-7	-4	3	0	.
C[C@@H]1CCCCO[C@H](CN(C)C(=O)Nc2ccc(C(F)(F)F)cc2)[C@H](C)CN([C@H](C)CO)C(=O)c2cc(NS(=O)(=O)c3cn(C)cn3)ccc2O1	-1	2	7	16	-6	-1	.
CN(Cc1cccs1)C(=O)CN1CCN(S(=O)(=O)c2ccc3c(c2)OCCCO3)CC1	12	6	6	2	-5	4	7
O=S(=O)(Nc1ccc(N2CCCCC2)cc1)c1cccs1	-8	29	.	.	.	.	-16
C[C@@H]1CN([C@@H](C)CO)C(=O)Cc2cc(NS(=O)(=O)c3cccs3)ccc2O[C@@H]1CN(C)Cc1ccc(-c2ccccc2)cc1	5	5	-7	-1	-4	0	42
Cc1ccc(S(=O)(=O)NCCNc2ccc(Br)c(C)c2)cc1	-2	-3	-5	-10	-11	-2	-3
CN1C(=O)N(C)C(NC(=O)Nc2ccccc2)C1NC(=O)Nc1ccccc1 (stereo not drawn)	.	-2	.	-4	.	.	-15
COCCCC1CCN(Cc2cn[nH]c2-c2cc(OC)c(OC)c(OC)c2)CC1	-6	-7	.	9	-3	0	6
Cc1ccc(/C=C2\SC(=S)N(C3CCS(=O)(=O)C3)C2=O)cc1 (stereo not drawn)	-1	.	-6	20	4	-1	.
Clc1ccc(OCCOCCOc2cccc3cccnc23)c(Br)c1	-12	.	1	-2	-9	5	.
O=C(COC(=O)/C=C/c1cccc(F)c1)NC1CC1	-12	2	-2	-7	-1	1	6
O=[N+]([O-])c1ccccc1N=Nc1c(O)[nH]c2ccc(F)cc12	.	.	1	-52	-6	-1	.
CCSc1cnn(-c2ccccc2)c(=O)c1Cl	-1	.	4	-8	5	0	.
CCOc1ccc(CNC(=O)Cn2ccc3cc(S(=O)(=O)N4CCCCCC4)ccc32)cc1	10	6	-4	-2	2	4	10
Cc1ccc(-n2nnnc2Sc2nc([N+](=O)[O-])nn2C)cc1C	.	0	.	-1	.	.	6
OC1CCC(NC(=S)Nc2ccc(SC(F)F)cc2)CC1 (stereo not drawn)	-6	.	-6	-4	-1	-1	.
